GSK3B inh: human GSK3beta kinase inhibitors, primary screen, biochemical, cell-free homogeneous, HTS; GST-GSK3beta kinase, ADP-Glo luminescence, 60 min; stronger effect = lower value; hit rate 0.038% among 300,000; activity score (negative = inhibition), % at 10 µM;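 active means more than half of replicate wells score below -50%, meaning over 50% inhibition versus plate controls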;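 further: 0% = median DMSO wells and -100% = median GW8510 positive control wells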
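Assay system: GST-tagged human GSK3beta kinase, cell-free; Input: 1.6 ng GSK3beta; Medium: Tris/MgCl2 kinase buffer; Timing: 60 min enzyme reaction, room temperature; Signal: ADP-Glo luminescence quantifying ADP generated by kinase; Evaluation: score relative to plate controls; Benchmarks: DMSO neutral wells and GW8510 at 20 µM as positive.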
KCNQ1 act: potentiators or activators of KCNQ1 channel, primary screen, cell-based, thallium flux, high-throughput. Potassium voltage-gated channel subfamily KQT member 1 (Homo sapiens), P51787. hit rate 0.35% among 310,000. B-score at 10 µM. CHO-K1 KCNQ1, thallium flux FluxOR fluorescence; stronger effect = higher value;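 active means fluorescence ratio B-score, a plate-corrected score, at least three library SD, with initial intensity B-score within 5 SD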
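System: CHO-K1 cells stably expressing KCNQ1 / Medium: assay buffer for compound exposure, DMSO matched across wells / Reagent: thallium- and potassium-containing depolarizing buffer / Compound: one concentration, matched DMSO / Incubation: 20 min compound pretreatment at room temperature / Measured by: kinetic FluxOR fluorescence, 10 s baseline plus 110 s post-stimulus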
HDAC3 inhib: HDAC3 deacetylase inhibitors, primary screen, biochemical, fluorescence, cell-free homogeneous; Histone deacetylase 3 (Homo sapiens), O15379; recombinant HDAC3, fluorogenic peptide/trypsin coupled; inhibition, % at 8.3 µM; hit rate 0.15% among 320,000; AID 2718, 2010; in the data active means inhibition above about 26%, passing the limit was not always enough
DYRK1A inh: rat Dyrk1A kinase inhibitors, primary screen, biochemical, single point, plate reader. hit rate 0.43% among 310,000. ADP-Glo luminescence, NFATc1 peptide. inhibition, % at 12.5 µM. Dual specificity tyrosine-phosphorylation-regulated kinase 1A (Rattus norvegicus), Q63470; in the data active means inhibition above about 50%;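 further: plate controls were vehicle with enzyme for no effect and no enzyme for full effect; many of its hits are not listed in these tables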
GSK3 alpha inh: blockers of GSK3A enzyme activity – biochemical, luminescence, cell-free homogeneous, HTS, primary screen | inhibition, % at 10 µM | Glycogen synthase kinase-3 alpha (Homo sapiens), P49840 | hit rate 0.1% among 320,000 | GSK-3 alpha kinase, ADP-Glo luminescence, 60 min | AID 2650, 2010;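 in the data active means inhibition above about 50%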;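 further: GST-tagged GSK-3 alpha with peptide substrate and 25 µM ATP; 0% = DMSO neutral wells and 100% = GW8510 positive control wells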
RGS4 act: RGS4 potentiators or activators, primary screen, cell-based, HEK293 M3R inducible RGS4, calcium flux; carbachol calcium flux Fluo4; stronger effect = lower value; hit rate 0.92% among 310,000; B-score at 10 µM;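 active means B-score of the integrated calcium signal more than 4 SD below the library mean, with starting fluorescence not abnormally high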;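 further: negative B-score means reduced calcium response which marks RGS4 activation or potentiation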
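Reagent: ECmax carbachol challenge; Test system: M3R-expressing HEK293 line, RGS4 induced by doxycycline; Schedule: overnight RGS4 induction, 30 min dye load 37 °C, 20 min compound RT; Detection: calcium dye Fluo4 fluorescence; Read-out: Agonist-evoked peak-minus-minimum fluorescence over baseline, integrated ratio, B score.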
KCNK9 block: KCNK9 potassium channel inhibitors, primary screen, HEK293 cells, thallium flux; B-score at 10 µM; AID 488922, 2010; hit rate 1.2% among 310,000; Potassium channel subfamily K member 9 (Homo sapiens), Q9NPC2; FluxOR thallium flux fluorescence; stronger effect = lower value;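 active means ratio B-score over 3 SD below the library mean, with starting fluorescence within 5 SD of its mean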;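 further: negative B-score means less thallium flux so channel inhibition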
Target sequence (Q9NPC2 whole entry, looked up): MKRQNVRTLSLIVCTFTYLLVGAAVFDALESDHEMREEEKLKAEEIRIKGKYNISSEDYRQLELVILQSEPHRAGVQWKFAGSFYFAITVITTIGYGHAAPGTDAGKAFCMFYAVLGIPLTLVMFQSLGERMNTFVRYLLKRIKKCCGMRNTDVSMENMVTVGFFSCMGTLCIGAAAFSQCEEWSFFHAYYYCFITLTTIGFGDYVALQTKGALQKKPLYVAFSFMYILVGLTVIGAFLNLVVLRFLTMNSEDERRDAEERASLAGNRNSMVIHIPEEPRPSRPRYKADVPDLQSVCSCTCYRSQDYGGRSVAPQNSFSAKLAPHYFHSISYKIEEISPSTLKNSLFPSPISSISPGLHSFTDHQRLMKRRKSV
KCNK3 inh: human KCNK3 channel inhibitors, primary screen, CHO cells, FluxOR thallium flux, B-score. FluxOR fluorescence; stronger effect = lower value. B-score at 10 µM. hit rate 0.84% among 340,000. AID 602410, 2012;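 active means B-score under library mean minus 4 SD, starting fluorescence ratio at most library mean plus 5 SD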;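 further: more negative B-score means stronger inhibition of thallium flux through KCNK3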
Target sequence (O14649 whole entry, looked up): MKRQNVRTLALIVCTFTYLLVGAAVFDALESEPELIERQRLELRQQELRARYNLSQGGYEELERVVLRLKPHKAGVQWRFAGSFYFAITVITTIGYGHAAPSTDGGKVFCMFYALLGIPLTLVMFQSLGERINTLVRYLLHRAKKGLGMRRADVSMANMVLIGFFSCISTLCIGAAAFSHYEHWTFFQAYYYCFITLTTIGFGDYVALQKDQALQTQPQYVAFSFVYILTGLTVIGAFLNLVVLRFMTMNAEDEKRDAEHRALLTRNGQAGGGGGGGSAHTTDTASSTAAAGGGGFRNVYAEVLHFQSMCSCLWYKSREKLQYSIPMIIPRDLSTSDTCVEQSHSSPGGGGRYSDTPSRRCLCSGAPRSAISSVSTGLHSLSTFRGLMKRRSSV
PolyA inh: polyadenylation inhibitors in yeast reporter cells, primary screen, luminescence, S. cerevisiae; S. cerevisiae SKY197-pL101 polyadenylation reporter, beta-gal luminescence; efflux-impaired pdr1/pdr3 knockout yeast; score 100 = 6 SD above DMSO; calls only at 12 µM; hit rate 0.02% among 300,000; AID 1875, 2009;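 active means lowest replicate activity score at least 50, where 100 means six control SD above control mean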;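 further: yeast exposed to compound for 9 h at 30 °C; higher score means more reporter readthrough which indicates perturbed polyadenylation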
hERG rescue: hERG rescue from dofetilide block, primary screen, cell-based, CHO-hERG, FluxOR thallium flux, dofetilide IC70 | Voltage-gated inwardly rectifying potassium channel KCNH2 (Homo sapiens), Q12809 | dofetilide IC70 present | activation (rescue from dofetilide block), less the hit threshold, % at 10 µM | hit rate 0.51% among 310,000;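 active means activation above the mean of controls blocked by dofetilide plus 5 SD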;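 further: thallium influx through hERG after potassium depolarization seen as dye fluorescence rise; in these data hits start at about 4.7%; inactives centre near -7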
KCNQ1 block: inhibitors of human KCNQ1 channel, primary screen, cell-based, thallium flux, high-throughput; Potassium voltage-gated channel subfamily KQT member 1 (Homo sapiens), P51787; B-score at 10 µM; CHO-K1 KCNQ1, FluxOR thallium flux fluorescence; stronger effect = higher value; AID 2642, 2010; hit rate 1.3% among 310,000;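 active means compounds whose thallium flux B-score, printed positive for inhibition, exceeds three library SD while starting fluorescence stays within three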;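 further: channel opened by potassium depolarization with thallium stimulus after 20 min compound exposure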
Active calls of the source: *; i = inactive; . = not tested or not shown. Not all compounds are listed, so the mix of outcomes need not match the whole.

no. | mol | GSK3B inh | KCNQ1 act | HDAC3 inhib | DYRK1A inh | GSK3 alpha inh | RGS4 act | KCNK9 block | KCNK3 inh | PolyA inh | hERG rescue | KCNQ1 block
1 | CCOC(=O)N1CCN(CC(O)c2ccc3cc[nH]c3c2)CC1 (stereo unspecified) | -1 | i | -2 | -3 | -2 | i | i | i | i | -4 | i
2 | CCCN1Cc2cccc(C(=O)Nc3ccc4c(c3)OCCO4)c2C1=O | 3 | i | -14 | 2 | 1 | i | i | i | i | -6 | i
3 | COC1CCCN(Cc2c(C(=O)N3CCN(C4CCCCC4)CC3)nc3ccccn23)C1 (stereo unspecified) | -5 | i | -2 | 0 | 3 | i | i | i | i | -12 | i
4 | C/C(=N/Nc1nc(C)cc(C)n1)c1ccc(Br)cc1 | 0 | i | 13 | 6 | 2 | i | i | i | i | -8 | i
5 | COc1ccc2oc(=Nc3ccccc3)c(-c3nc4ccccc4[nH]3)cc2c1 | 2 | i | -8 | 2 | -4 | i | i | i | i | -6 | i
6 | CC1CCCCC1NC(=O)CSc1nnc(CN2CCOCC2)n1C (stereo unspecified) | 2 | i | 6 | 5 | -2 | i | i | i | i | -5 | i
7 | COC(=O)c1c(C(=O)OC)c2cc(C)ccn2c1Cl | 3 | i | -7 | 2 | 1 | i | i | i | i | -7 | i
8 | Nc1nn2cc(-c3ccc(Br)cc3)nc2c2ccccc12 | 0 | i | -43 | -1 | -2 | i | i | i | i | -15 | i
9 | CCOC(=O)C1CCN(C(=O)Cn2ncc3c([nH]c4ccccc43)c2=O)CC1 | -1 | i | -1 | 5 | -1 | i | i | i | i | -8 | i
10 | c1ccc(-c2oc3ncnc(N4CCOCC4)c3c2-c2ccccc2)cc1 | 1 | i | . | . | . | i | i | . | i | -6 | i
11 | CC1(C)CC(=O)C=C(Nc2ccc(F)c(Cl)c2)C1 | 1 | i | 3 | -4 | -2 | i | i | i | i | -6 | i
12 | CCCOc1ccccc1C1CC(=O)Nc2cc3c(cc21)OCCO3 (stereo unspecified) | 0 | i | 2 | -2 | -1 | i | i | i | . | -9 | i
13 | COc1ccc2cc(S(=O)(=O)N3CCCCC3)ccc2c1S(=O)(=O)N1CCCCC1 | 2 | i | -1 | 2 | 0 | i | i | i | i | -12 | i
14 | O=[N+]([O-])c1ccc(N/N=C/c2cccc(O)c2O)c(S(=O)(=O)N2CCOCC2)c1 | 3 | i | -2 | 7 | 0 | i | i | i | i | 1 | i
15 | CCCCCSc1nnc(-c2ccccc2N)c(=O)[nH]1 | 0 | i | 2 | -8 | -2 | i | i | i | i | -9 | i
16 | CCOc1ccc(NC(=O)CCN2CCN(c3ccccc3OC)CC2)cc1 | -1 | i | 0 | 10 | -2 | i | i | i | i | -5 | i
17 | C=CCn1cccc(C(=O)Nc2ccc(SC)cc2)c1=O | -2 | i | 5 | 6 | -6 | i | i | i | i | -6 | i
18 | N#Cc1cc(Oc2ccc3ccccc3c2)c(-n2nnc3ccccc32)cc1C#N | 2 | i | 0 | -5 | -1 | i | i | i | i | -7 | i
19 | O=c1c(-c2ccc(Br)cc2)[n+]([O-])c2ccccc2n1OCc1ccccn1 | -1 | i | -6 | -74 | 0 | i | i | i | i | -8 | i
20 | CCN(CC)CCCN1C=C2C(=O)C(C)(OC(=O)CCC(=O)OC)C(=O)C(Br)=C2C=C1c1ccc(OC)cc1 (stereo unspecified) | 0 | i | -2 | -8 | 0 | i | i | i | i | -7 | i
21 | C/C(CC(C)C)=N\Oc1nc(C)cc(C)n1 | 2 | i | -2 | . | -4 | i | i | i | i | -4 | i
22 | COc1cc(NC(=S)NCCc2ccccc2)c(OC)cc1NC(=O)CC(C)C | -2 | i | -3 | 2 | -2 | i | i | i | i | -5 | i
23 | O=C(c1cc(-c2ccco2)on1)N1CCc2ccccc2C1 | 4 | i | 13 | -2 | -4 | i | i | i | i | -11 | i
24 | Cc1nnc(SCC(=O)N2CCCC2)n(N)c1=O | 2 | i | 4 | . | -1 | i | i | i | i | -2 | i
25 | O=C(O)c1ncn(Cc2ccccc2)c1C(=O)O | -4 | i | -2 | -5 | 3 | i | i | i | i | -2 | i
26 | CCc1ccc(CN2CCN(S(=O)(=O)Cc3ccccc3)CC2)cc1 | -1 | i | 8 | 0 | . | i | i | i | i | -7 | i
27 | NC(=O)c1cc2cc(Cl)ccc2oc1=O | -3 | i | -13 | 4 | 3 | i | i | i | i | -5 | i
28 | CCOC(=O)c1sc(-c2cccs2)nc1C | 3 | i | 2 | -7 | 0 | i | i | i | i | -10 | i
29 | Cc1ccc2cccnc2c1N | 1 | i | -6 | . | -9 | i | i | i | i | -16 | i
30 | CNS(=O)(=O)c1cccc(C(=O)OCC(=O)N(Cc2ccccc2)C(C)(C)C)c1 | 0 | i | 3 | 2 | 0 | i | i | i | i | -7 | i
31 | C=CCn1c2ccccc2c2nnc(SCN3C(=O)c4ccccc4C3=O)nc21 | 1 | i | 5 | 7 | 1 | i | i | i | i | -9 | 6*
32 | Cc1oc(C)c2c(=O)ccc3c(c12)OC(N)=C(C#N)C3c1ccccc1Cl (stereo unspecified) | -1 | i | 2 | 0 | 6 | i | i | i | i | -14 | 6*
33 | O=c1c2c3c(sc2nc2sc(CN4CCCCC4)cn12)CCCC3 | 0 | i | 5 | . | 0 | i | i | . | i | -7 | i
34 | COc1ccc(CN2CCc3ccc(NC(=O)CCc4ccccc4OC)cc3C2)c(O)c1 | 3 | i | -4 | -3 | 2 | -9.3* | i | i | i | -12 | i
35 | CN(C)CCCN1C(=O)C(=O)/C(=C(/O)c2ccncc2)C1c1cccnc1 (stereo unspecified) | -2 | i | . | -2 | . | i | i | i | i | -4 | i
36 | COc1ccccc1-n1c(SCC(N)=O)nnc1-c1ccc(S(=O)(=O)N2CCCCC2)cc1 | 0 | i | 3 | . | -2 | i | i | i | i | -15 | i
37 | CCn1cc(C(=O)NCCCN2CC(C)CC(C)C2)c(=O)c2cc(S(=O)(=O)N(C)C)ccc21 (stereo unspecified) | 1 | i | 3 | 1 | . | i | i | i | i | -5 | i
38 | CC(=O)N1N=C(c2cccc(O)c2)CC1c1cccs1 (stereo unspecified) | -3 | i | 3 | 3 | -2 | i | i | i | i | -12 | i
39 | CCOC(=O)Cc1cc(=O)[nH]c(/N=C(/NC(=O)c2ccccc2)Nc2ccccc2C(F)(F)F)n1 | -2 | i | -4 | -2 | -6 | i | i | i | i | -8 | i
40 | O=C(NCC1CCCO1)c1ccccc1NS(=O)(=O)c1cccs1 (stereo unspecified) | 2 | i | 0 | 2 | -2 | i | i | i | i | -13 | i
41 | COc1ccc(-n2nc(C(=O)NCC(=O)Nc3ccccn3)c3ccccc3c2=O)cc1Cl | 0 | i | . | 1 | . | i | i | i | i | -11 | i
42 | O=C(CCCc1cccs1)NCCc1c[nH]c2ccccc12 | 3 | i | -3 | -2 | -2 | i | i | i | i | -4 | i
43 | CC(C)c1ccc(N(C(=O)c2snc(C(N)=O)c2N)C(C(=O)NCC2CCCO2)c2ccc(N(C)C)cc2)cc1 (stereo unspecified) | 3 | i | . | 0 | . | i | i | i | i | -10 | i
44 | CC(NC(=O)CSC1=NCCS1)c1ccccc1 (stereo unspecified) | 0 | i | -1 | 3 | -2 | i | i | i | i | -3 | i
45 | Cc1ccc(S(=O)(=O)c2nc(NCCN(C)C)sc2Cl)cc1 | -1 | i | -3 | -4 | -1 | i | i | i | i | -8 | i
46 | CCCCn1c(SCC(=O)N2CCN(c3ccccc3)CC2)nc2ccsc2c1=O | 1 | i | -4 | 10 | -1 | i | i | i | i | -17 | i
47 | CCCNS(=O)(=O)c1cc(CN2C(=O)c3cccnc3C2=O)ccc1OC | 3 | i | -5 | -2 | -3 | i | i | i | i | 0 | i
48 | CCOc1ccc(NC(=O)c2ccccc2-c2ccccc2C(=O)O)cc1 | 2 | i | -4 | 8 | -4 | i | i | i | i | -8 | i
49 | O=C(CN1CCOc2ccccc21)NC1CC1 | 2 | i | -5 | -5 | . | i | i | i | i | -7 | i
50 | CC(=O)c1cccc(NC(=O)NCc2cccs2)c1 | 2 | i | -3 | 19 | 2 | i | i | i | i | -2 | i
51 | Cc1ccc(C)c(CSC2=NCCN2C(=O)Cc2ccc([N+](=O)[O-])cc2)c1 | 1 | i | -8 | -6 | -1 | i | i | i | i | -3 | i
52 | CC1=C(C(N)=O)C(c2ccc(F)cc2)n2nc(CCCO)nc2N1 (stereo unspecified) | -2 | i | -4 | -3 | -2 | i | i | i | i | -1 | i

Copied from the listing, 4 compounds:
no. | mol | GSK3B inh | KCNQ1 act | HDAC3 inhib | DYRK1A inh | GSK3 alpha inh | RGS4 act | KCNK9 block | KCNK3 inh | PolyA inh | hERG rescue | KCNQ1 block
38 | CC(=O)N1N=C(c2cccc(O)c2)CC1c1cccs1 (stereo unspecified) | -3 | i | 3 | 3 | -2 | i | i | i | i | -12 | i
39 | CCOC(=O)Cc1cc(=O)[nH]c(/N=C(/NC(=O)c2ccccc2)Nc2ccccc2C(F)(F)F)n1 | -2 | i | -4 | -2 | -6 | i | i | i | i | -8 | i
40 | O=C(NCC1CCCO1)c1ccccc1NS(=O)(=O)c1cccs1 (stereo unspecified) | 2 | i | 0 | 2 | -2 | i | i | i | i | -13 | i
41 | COc1ccc(-n2nc(C(=O)NCC(=O)Nc3ccccn3)c3ccccc3c2=O)cc1Cl | 0 | i | . | 1 | . | i | i | i | i | -11 | i

Bioassay records from PubChem.
